GRK2 aptamer HTS: human GRK2 inhibition via aptamer displacement; P25098; bead flow cytometry, FAM-aptamer displacement from GRK2; inhibition of aptamer binding, % at 10 µM; 0.59% of 330,000 active; AID 488847;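 active = inhibition of aptamer binding above 40%, roughly 3 SD of noise, on plates passing a quality check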;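 note: median bead fluorescence of bound FAM aptamer so fluorescent compounds give negative values; no value below 0 was filed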
MEX-5 binding: C. elegans MEX-5 TCR-2 RNA binding activity; MEX-5/FITC-TCR2 RNA binding, fluorescence polarization; active compounds read low; activity score (negative = inhibition of binding), % at 10 µM; 0.38% of 300,000 active; AID 1832; Q9XUB2;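 active = inhibition past about -25% in most replicates, and total fluorescence under double the plate's negative control median, limit read from the data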;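 note: 0% = DMSO and -100% = 5 µM competing unlabeled TCR2 RNA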
Target sequence (Q9XUB2 whole entry, looked up): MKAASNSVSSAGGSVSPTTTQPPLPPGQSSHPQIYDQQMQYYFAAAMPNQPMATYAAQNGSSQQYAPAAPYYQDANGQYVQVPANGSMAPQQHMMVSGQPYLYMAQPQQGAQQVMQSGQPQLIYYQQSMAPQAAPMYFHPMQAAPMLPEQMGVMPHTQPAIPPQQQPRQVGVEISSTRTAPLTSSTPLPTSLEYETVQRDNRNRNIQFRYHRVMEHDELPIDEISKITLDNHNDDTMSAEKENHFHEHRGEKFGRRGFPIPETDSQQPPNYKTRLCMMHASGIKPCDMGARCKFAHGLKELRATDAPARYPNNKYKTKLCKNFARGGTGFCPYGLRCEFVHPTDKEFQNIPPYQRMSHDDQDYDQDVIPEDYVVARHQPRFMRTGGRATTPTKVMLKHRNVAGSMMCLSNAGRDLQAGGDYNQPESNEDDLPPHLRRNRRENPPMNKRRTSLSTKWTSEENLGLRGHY
GLD-1 RNA inh: GLD-1-TGE RNA interaction inhibition (C. elegans); purified GLD-1 + fluorescein TGE RNA, fluorescence polarization; 0.44% of 320,000 active; Q17339; AID 2280; inhibition, % at 5.96 µM;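 active = percent inhibition above a per-plate cutoff, the plate mean of test compounds plus 3 SD, cut at about 30% in these data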;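 note: 0% = DMSO wells with GLD-1 and probe and 100% = wells lacking GLD-1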
Bcl-xL primary: Bcl-xL (human) inhibition | AID 2129 | GST-Bcl-xL / FITC-Bim BH3 peptide fluorescence polarization | inhibition, % at 10.9 µM | Q07817 | 0.7% of 320,000 active;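 active = inhibition above the mean of all tested compounds plus 3 SD, cutoff set per campaign, cut at about 30% in these data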;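 note: 0% = DMSO wells and 100% = unlabeled Bim-BH3 peptide competitor; inhibitors lower millipolarization by displacing the labeled peptide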
Target sequence (Q07817 whole entry, looked up): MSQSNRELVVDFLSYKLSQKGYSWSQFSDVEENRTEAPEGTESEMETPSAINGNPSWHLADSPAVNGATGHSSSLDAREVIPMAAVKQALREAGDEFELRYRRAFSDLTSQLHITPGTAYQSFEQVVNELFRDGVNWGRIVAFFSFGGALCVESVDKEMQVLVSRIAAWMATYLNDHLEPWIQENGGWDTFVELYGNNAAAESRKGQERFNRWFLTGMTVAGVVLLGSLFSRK
MCL1 BIM primary: disrupts human MCL1 binding to BIM-BH3 peptide; Q07820; GST-MCL1 / FITC-Bim-BH3 fluorescence polarization; inhibition, % at 10.9 µM; 0.68% of 320,000 active;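 active = inhibition above the mean inhibition of all tested compounds plus 3 SD, set per campaign, cut at about 40% in these data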;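 note: 0% = DMSO wells and 100% = unlabeled Bim-BH3 peptide control; higher means more loss of mP so more displacement of Bim peptide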
Target sequence (Q07820 whole entry, looked up): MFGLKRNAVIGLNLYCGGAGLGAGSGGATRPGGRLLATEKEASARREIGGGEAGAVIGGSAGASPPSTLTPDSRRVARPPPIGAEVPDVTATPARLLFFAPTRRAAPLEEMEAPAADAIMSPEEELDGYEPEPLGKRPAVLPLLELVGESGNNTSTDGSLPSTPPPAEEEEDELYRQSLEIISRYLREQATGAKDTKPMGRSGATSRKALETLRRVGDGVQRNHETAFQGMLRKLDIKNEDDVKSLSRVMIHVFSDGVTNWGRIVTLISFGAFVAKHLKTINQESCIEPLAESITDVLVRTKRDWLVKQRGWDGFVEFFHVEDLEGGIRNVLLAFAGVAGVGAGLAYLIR
AGP1 TOR yeast: yeast TOR pathway AGP1-GFP modulation; AID 2066; 0.02% of 320,000 active; GFP response vs DMSO, % at 10 µM; S. cerevisiae AGP1-GFP multiplex flow cytometry, 3 h; GFP as percent of DMSO wells;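 active = GFP response relative to DMSO above a set limit, near screen average plus 3 SD, cut at about 150% in these data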;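 note: median GFP channel fluorescence of the gated AGP1 strain per well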
Yeast superoxide: caloric restriction mimetics inhibiting age-related superoxide in yeast; AID 2690; S. cerevisiae aged cells, superoxide DHE fluorescence; active compounds read low; 0.18% of 330,000 active; superoxide response (% of plate mean), % at 10 µM;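 active = superoxide response under a set limit, about three screen SD below normal, cut at about 65% in these data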;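 note: yeast aged for seven days with compound at 30 °C before DHE staining; 100% = average MFI of all compound-treated wells on the plate with controls excluded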
VLA-4 inh: inhibition in a human VLA-4 binding assay; VLA-4 expressing cells, ligand binding flow cytometry; 0.2% of 330,000 active; inhibition, % (about 7 µM as worked out from the volumes in the protocol); P13612; in the data active = inhibition above about 50%
CIT2-GFP yeast: yeast TOR pathway CIT2-GFP modulation. S. cerevisiae CIT2-GFP strain, flow cytometry, 3 h; 100 means same as DMSO wells. GFP response vs DMSO, % at 10 µM. 0.065% of 320,000 active. AID 2029;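 active = GFP response relative to DMSO above a set limit, near the screen mean plus 3 SD, cut at about 150% in these data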;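 note: ratio of well median GFP fluorescence to mean of DMSO wells on the plate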
An asterisk follows results filed as active; · = not tested or not shown.

SMILES | GRK2 aptamer HTS | MEX-5 binding | GLD-1 RNA inh | Bcl-xL primary | MCL1 BIM primary | AGP1 TOR yeast | Yeast superoxide | VLA-4 inh | CIT2-GFP yeast
Cc1ccc(-n2c(=O)cc(N3CC(C)CC(C)C3)[nH]c2=O)cc1 (centres undefined) | 1 | 2.0 | 5 | 10 | 10 | 93 | 113 | 4 | 86
COCCn1c(SCc2nc3ccccc3s2)nc2ccccc21 | 0 | 2.0 | -2 | -3 | -3 | 116 | 86 | 6 | 100
CCOc1ccc(NC(=O)Nc2cc(C(=O)O)ccc2N2CC3CC(C2)c2cccc(=O)n2C3)cc1 (centres undefined) | 0 | 1.0 | 1 | -1 | -7 | 105 | 96 | 4 | 98
CCOC(=O)N1CCN(C(=O)CN2C(=O)c3ccccc3S2(=O)=O)CC1 | 3 | 1.3 | 3 | 0 | -2 | 94 | 103 | -2 | 99
O=C(CCS(=O)(=O)c1ccc(Br)cc1)N1CCN(c2ccc(F)cc2)CC1 | 37 | 0.2 | 6 | 9 | 5 | 100 | 94 | 20 | 98
COc1ccc(NC(=O)C2CCC(C(C)(C)C)CC2)cc1S(=O)(=O)N1CCOCC1 (centres undefined) | 3 | · | 7 | -9 | -8 | 93 | 82 | 3 | 84
O=C(c1cc(COc2ccc(F)cc2Cl)on1)N1C[C@H]2CC[C@H]1C2 | 1 | -1.7 | -3 | 2 | 3 | 95 | 97 | -8 | 104
Cc1ccc(NC(=O)c2ccc(N/N=C/c3cccc(O)c3)c([N+](=O)[O-])c2)cc1 | 4 | 1.2 | 5 | 10 | 1 | 96 | 121 | 1 | 118
CCn1c(SCC(=O)N/N=C(\C)c2ccco2)nnc1-c1ccccc1 | 3 | 1.3 | 4 | -1 | 0 | 103 | 113 | 9 | 109
Cc1cc(C)cc(-c2nnc(SCC(=O)c3ccc4c(c3)OCCO4)o2)c1 | 1 | -2.3 | 5 | 0 | -3 | 97 | 99 | 13 | 96
COc1ccc(Cl)cc1NC(=O)C1(c2cccs2)CCOCC1 | 0 | 0.0 | -3 | 4 | -2 | 105 | 78 | -1 | 95
COC(=O)c1cccc(NC(=O)COc2cccc([N+](=O)[O-])c2)c1 | 0 | 1.1 | -4 | 3 | 1 | 104 | 116 | 25 | 104
O=C(/C(=C/c1cccc(Cl)c1)c1nc2ccccc2[nH]1)c1ccccc1 | 0 | -0.1 | 3 | -1 | 2 | 97 | 108 | 31 | 96
CCc1noc(C)c1C(=O)N(CCC(C)C)c1c(N)n(Cc2ccccc2)c(=O)[nH]c1=O | 0 | -1.1 | 5 | 1 | -4 | 109 | 101 | 7 | 93
COc1ccc(OCc2nnc(NC(=O)Nc3ccccc3F)s2)cc1 | 0 | -1.3 | -6 | 5 | 4 | 99 | 99 | 5 | 94
O=C(Nc1cccc(NC(=O)c2ccco2)n1)c1ccco1 | 0 | 2.3 | 1 | -2 | -11 | 94 | 91 | 1 | 99
CCO/C(C)=N/n1c2nc3ccccc3nc2c2c(=O)n(CC(C)C)c(C)nc21 | 1 | -0.1 | 0 | 1 | -1 | 101 | 111 | -7 | 88
CC(C)N=C1NN=C(c2ccc(F)cc2)CS1 | 2 | -1.5 | 7 | 2 | 6 | 99 | 82 | 1 | 95
C/C(=N/NC(=O)c1ccc2c(c1)OCO2)c1ccc(NC(=O)c2ccc(F)cc2)cc1 | 0 | · | · | · | · | 94 | 100 | -3 | 95
O=C(NNC(=O)c1cccs1)c1cccc(F)c1 | 3 | -1.4 | -4 | 1 | 3 | 99 | 96 | 4 | 94
CCOc1ccc(CCNC(=O)C2CC(C)=CCC2C(=O)O)cc1OCC (centres undefined) | 66* | -1.3 | 6 | 4 | 1 | 107 | 95 | 26 | 106
CSC1=C(C#N)C(C)CC(=O)N1 (centres undefined) | 0 | -3.9 | 1 | 2 | 7 | 101 | 106 | 6 | 108
CN(CCCN1CCOCC1)Cc1nc(-c2ccccc2)no1 | 0 | 0.0 | 3 | 2 | 3 | 96 | 77 | 2 | 100
CNC(=O)N(O)C1N(/N=C/c2ccccc2F)C(=S)SC1(C)C (centres undefined) | 0 | -0.1 | -10 | -3 | -3 | 101 | 120 | -4 | 110
COc1cc(C2C(C(C)=O)=C(O)C(=O)N2c2ccc(Br)cn2)ccc1O (centres undefined) | 2 | 1.3 | 5 | 2 | 2 | 97 | 100 | 0 | 102

Carrying on:
SMILES | GRK2 aptamer HTS | MEX-5 binding | GLD-1 RNA inh | Bcl-xL primary | MCL1 BIM primary | AGP1 TOR yeast | Yeast superoxide | VLA-4 inh | CIT2-GFP yeast
CCC(C)Sc1nc2c(cnn2-c2ccc(C)cc2)c(=O)[nH]1 (centres undefined) | 6 | 1.4 | 1 | -4 | -2 | 98 | 95 | -27 | 93
C#CCOCCOCCOCCNc1nc(N2CCN(C(=O)Cn3cc(CC(C)O)nn3)CC2)nc(N2CCN(C(=O)[C@H]([C@@H](C)CC)n3cc(CCCN=C(N)N)nn3)CC2)n1 (some centres undefined) | · | -2.5 | 11 | 7 | 7 | · | · | · | ·
O=C(CSc1nnnn1C1CC1)Nc1cccc(S(=O)(=O)N2CCCC2)c1 | 1 | · | -4 | 1 | -3 | 111 | 93 | 12 | 96
N#Cc1cc([N+](=O)[O-])cnc1Nc1ccccc1 | 3 | -3.7 | 7 | -2 | -2 | 97 | 122 | -16 | 100
Cc1cc(N2CCCC2=O)cc(C)c1S(=O)(=O)NCCOc1ccccc1 | 1 | 0.9 | -4 | 2 | -9 | 113 | 91 | 13 | 94
COc1ccc(C)cc1NC(=O)CN(C)S(=O)(=O)c1ccc2c(c1)c(=O)n(C)c(=O)n2C | 0 | 3.6 | 3 | 3 | 1 | 102 | 116 | 4 | 96
CS(=O)(=O)c1ccc(C(=O)OCC(=O)NC(=O)Cc2ccccc2)cc1 | 2 | 1.6 | 6 | 1 | -4 | 104 | 80 | 2 | 100
C=CCNC(=O)c1nc2ccccc2s1 | 0 | -2.7 | -2 | 0 | 3 | 104 | 83 | -2 | 108
COc1ccc(NC(=O)c2cc(-c3ccc(OC)c(OC)c3)on2)cc1OC | 0 | -1.1 | 8 | 6 | 2 | 105 | 79 | -2 | 104
Cc1ccccc1NC(=O)CSc1nc2ncc(Cl)cc2[nH]1 | 0 | -2.4 | 8 | 1 | 0 | 97 | 108 | -1 | 98
COc1ccccc1NC(=O)c1cc2cc(Br)ccc2cc1O | 4 | 0.1 | 9 | 3 | 17 | 88 | 92 | -2 | 92
COc1ccc(C2=Nn3c(nnc3-c3ccccc3F)SC2)cc1OCC1CC1 | 0 | · | 2 | · | · | 96 | 104 | -20 | 96
COc1ccc(C(=O)NCCCN2CCOCC2)cc1OC | 2 | -1.2 | 2 | 3 | 5 | · | 102 | -5 | 102
CC(C)(C)NC(=O)NC(=O)CN1CCN(c2ccc(O)cc2)CC1 | 0 | -1.0 | 0 | 11 | 4 | 115 | 92 | 14 | 110
O=C(C1COc2ccccc2O1)N1CCN(c2ccccc2Cl)CC1 (centres undefined) | 0 | 4.5 | 6 | 6 | 1 | 84 | 92 | 12 | ·
CCSc1nnc(NC(=O)CCn2c(=O)oc3ccccc32)s1 | 0 | 4.5 | -7 | -6 | -8 | 92 | 114 | 3 | 87
Cc1ccc(N(CN2CCCC2=O)C(=O)c2ccc(C)c(C)c2)cc1 | 1 | 0.9 | -7 | 2 | 7 | 104 | 104 | 7 | 102
CSc1nc2ccc(NS(=O)(=O)c3ccccc3F)cc2s1 | 0 | -0.5 | 7 | -21 | -18 | 98 | 102 | 6 | 94
Cc1nn(CCC#N)c2[nH]c(=O)cc(C(F)(F)F)c12 | 1 | 4.6 | -2 | 4 | -4 | 92 | 92 | 10 | 96
O=C(CSc1nnc(-c2ccco2)n1Cc1ccco1)NCc1cccs1 | 0 | 2.2 | -2 | 10 | 6 | 104 | 102 | 8 | 102
CCSCc1nnc(SCC(=O)Nc2ccc(F)cc2)n1CC | 0 | -0.3 | 3 | 0 | 0 | 113 | 100 | 9 | 103
CCCCCCCCCCCC(=O)NC(Cc1ccc(OC)c([N+](=O)[O-])c1)C(=O)O (centres undefined) | 9 | -0.3 | 1 | 1 | 2 | 96 | 104 | -1 | 88
O=C(O)CCCC(=O)NS(=O)(=O)c1ccc(Cl)cc1 | 0 | -0.5 | 6 | -1 | -5 | 106 | 106 | 4 | 103
CCOC(=O)CSC1=C(C#N)C(c2ccccc2Cl)C(C(=O)OC)C(=O)N1 (centres undefined) | 0 | 1.0 | 0 | 4 | 7 | 105 | 98 | -6 | 104
COc1ccc(C(=O)NC(=S)NNC(=O)c2ccccc2O)cc1 | 0 | -0.8 | -4 | 8 | 10 | 103 | 92 | 5 | 98

Shown with values under each structure: part of the list above.
Order of values: GRK2 aptamer HTS, MEX-5 binding, GLD-1 RNA inh, Bcl-xL primary, MCL1 BIM primary, AGP1 TOR yeast, Yeast superoxide, VLA-4 inh, CIT2-GFP yeast
CCSCc1nnc(SCC(=O)Nc2ccc(F)cc2)n1CC
  0, -0.3, 3, 0, 0, 113, 100, 9, 103
CC(C)N=C1NN=C(c2ccc(F)cc2)CS1
  2, -1.5, 7, 2, 6, 99, 82, 1, 95
CN(CCCN1CCOCC1)Cc1nc(-c2ccccc2)no1
  0, 0.0, 3, 2, 3, 96, 77, 2, 100

Additional entries follow:
SMILES | GRK2 aptamer HTS | MEX-5 binding | GLD-1 RNA inh | Bcl-xL primary | MCL1 BIM primary | AGP1 TOR yeast | Yeast superoxide | VLA-4 inh | CIT2-GFP yeast
COc1ccc2[nH]c3c(=O)n4c(nc3c2c1)SCCC4 | 0 | -1.3 | 6 | 5 | -1 | · | 100 | 3 | 99
COC(=O)c1ccccc1NC(=O)Nc1ccc(C)cn1 | 0 | 0.4 | 1 | -2 | 1 | 100 | 81 | 13 | 97
O=C(COC(=O)COc1ccc(Cl)cc1)Nc1ccc(N2CCOCC2)cc1 | 17 | 0.5 | -4 | 0 | 5 | 102 | 100 | 6 | 102
N#C/C(=C\c1cccnc1)C(=O)Nc1ccc(C(=O)O)cc1 | 0 | -0.8 | 4 | 4 | 3 | 97 | 91 | 35 | 95
CCc1cccc(CC)c1NC(=S)Nc1cccc(Cl)c1Cl | 1 | -2.4 | -5 | -2 | 4 | 101 | 108 | -4 | 102
C=C1c2ccc(C)cc2NC(=O)N1c1ccccc1 | 0 | -0.2 | 6 | 11 | 8 | 94 | 102 | 16 | 92
Fc1ccc(CSc2nnc3ccccn23)c(Cl)c1 | 0 | -3.2 | -6 | -7 | -11 | 94 | 134 | 5 | 91
COC(=O)c1ccc(NC(=O)c2ccco2)cc1 | 0 | -0.5 | 3 | 2 | 7 | 93 | 102 | 35 | 90
Cc1ccc(NC(=O)C(NC2CCCC2)c2ccccc2)cc1Cl (centres undefined) | 5 | 1.2 | 7 | 5 | 8 | 97 | 104 | 20 | 94
CC(=O)Nc1ccc(NC(=O)c2cc(=O)c3cc(C)cc(C)c3o2)cc1 | 2 | -0.1 | 7 | 6 | 3 | 106 | 108 | 29 | 111
COc1ccccc1NC(=O)C/C(N)=N/OCC(=O)Nc1cccc(Cl)c1 | 4 | · | 0 | · | · | 108 | 93 | -3 | 109
COc1ccc([C@H]2CC(=O)C=C(c3cccc(OCc4ccccc4)c3)C2)cc1 | 3 | · | 1 | 5 | 7 | 97 | 84 | 12 | 104
CN(C1=C(NC(=O)c2ccccc2)C(=O)c2ccccc2C1=O)C1CCS(=O)(=O)C1 (centres undefined) | 11 | -1.3 | 13 | 9 | 31 | 104 | 173 | 5 | 106

From PubChem BioAssay
